Compound activity deposited in PubChem by Sanford-Burnham Center for Chemical Genomics.
H9c2 TAG inh: inhibitors of triacylglycerol accumulation | H9c2 cells, Nile Red lipid (TAG) fluorescence; cells loaded with 200 µM oleic acid | AID 651582 | 0.66% of 230,000 active | inhibition, % at 12.5 µM;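 active = pattern-corrected inhibition of lipid staining of at least 50% with the nuclear-stain viability signal not falling by more than 50%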;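 also: 0% = DMSO wells and 100% = triacsin C control wells; some results filed as inactive read as strong as hits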
H9c2 TAG inh DAPI viability: recorded beside H9c2 TAG inh, whose call it bears; DAPI nuclei signal change (viability), lower = more cytotoxic, %;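 whole-well DAPI fluorescence read on a plate reader as a viability signal; minus 50 percent equals half of cells still viable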
The depositor's hits bear a star; i = inactive. This is a subset; the hit share may differ from the screen's.

1) COC(=O)c1ccc(Cn2c(C)c(C(=O)NCc3ccco3)sc2=O)o1
2) CCSc1nnc(NC(=O)Cc2ccc(OC)c(S(=O)(=O)N3CCOCC3)c2)s1
3) COc1ccc(OCC(=O)N/N=C/C2CC=CCC2)cc1 (stereo unspecified)
4) Cc1nc(/C(=N/O)C(N)=O)cs1
5) CN(Cc1ccccc1)C(=O)COC(=O)c1ccc(Cl)cc1N
6) Cc1ccc(SCCc2cc[n+](CC(=O)c3ccccc3)cc2)cc1
7) COc1ccc(C(CC(=O)O)n2cnnn2)cc1 (stereo unspecified)
8) O=C(CCN1C(=O)c2ccccc2S1(=O)=O)NCc1ccc(F)cc1
entry no.	1	2	3	4	5	6	7	8
H9c2 TAG inh	4	1	7	-15	2	-5	-3	-7
H9c2 TAG inh DAPI viability	3	2	-4	5	-5	14	-9	-1

9) COC(=O)/C=C1/S/C(=N/NC(=O)c2ccccc2C)NC1=O
10) CC(C)CN1CC(C(=O)O)CC1=O (stereo unspecified)
11) COc1cccc(CC2(CO)CCN(Cc3cn(C)nc3C)CC2)c1
12) CCOc1ccc(CCNC(=O)COC(=O)Cc2ccc(OC)c(OC)c2)cc1OCC
13) COc1ccc(C2CC(=O)Oc3c(C(CCN4CCCCC4)c4ccc(N(C)C)cc4)c(OC)cc(OC)c32)cc1 (stereo unspecified)
14) COC(=O)c1nn(-c2ccccc2)c(Cl)c1/C=N/O
15) CCCCSc1cc(=O)[nH]c(N)n1
16) O=C(O)c1ccc(Oc2ccc(C(F)(F)F)cn2)cc1
entry no.	9	10	11	12	13	14	15	16
H9c2 TAG inh	-24	-5	10	28	-34	4	7	11
H9c2 TAG inh DAPI viability	10	-1	5	-1	1	-4	-1	9

17) Cc1ccnc(N=O)c1
18) CC1(C)C(=Cc2ccccc2)C(=O)c2ccccc21
19) O=C(O)C1CSC(c2ccco2)N1 (stereo unspecified)
20) Cc1cccc(NC(=O)CCN2CCN(C)CC2)c1
21) O=C(Nc1ccc(Br)cc1)C1CCCC1
22) CC(=O)N1CCCN(Cc2cn(-c3ccc(C)cc3)nc2-c2ccc(F)cc2)CC1
23) COc1ccc(N(CC(=O)NCCSc2ccccc2)S(=O)(=O)c2ccccc2)cc1
24) Cc1cc(C)c(C#N)c(SCc2ccccc2)n1
entry no.	17	18	19	20	21	22	23	24
H9c2 TAG inh	-1	-2	5	3	-2	7	6	-17
H9c2 TAG inh DAPI viability	-6	-1	-2	-6	-5	21	1	0

25) CCc1nnc(NC(=O)C2(C)COC(c3ccc(OC)cc3)OC2)s1 (stereo unspecified)
26) CC(C)C(=O)OC/C(O)=C(\C#N)c1nc2ccccc2[nH]1
27) O=C(COC(=O)c1cncc(Br)c1)NCCC1=CCCCC1
28) CC[C@@]1(C(=O)OC)N[C@H](CN(C)C(=O)C2CCCCC2)[C@@H]2C(=O)N(Cc3ccccc3)C(=O)[C@@H]21
29) O=c1[nH]c2ccc(S(=O)(=O)NCCO)cc2[nH]1
30) O=C(Cc1c(F)cccc1Cl)N/N=C/c1cccnc1
31) CC(C)Cn1nc(C(=O)OCC(=O)NCC(F)(F)F)c2ccccc2c1=O
32) Cc1ccc(S(=O)(=O)CC(=O)Nc2sc(C)c(C)c2C(N)=O)cc1
entry no.	25	26	27	28	29	30	31	32
H9c2 TAG inh	12	-1	-7	4	6	-11	-9	-3
H9c2 TAG inh DAPI viability	-13	-10	-8	-5	0	1	-9	-2

33) CCOC(=O)C1CCN(C(=O)COC(=O)COc2ccc(Cl)cc2)CC1
34) COc1ccccc1NC(=O)N(Cc1ccccc1)c1ccccn1
35) Cc1cc(C)nc(/N=C(\N)Nc2ccc(C)c([N+](=O)[O-])c2)n1
36) O=C(CCNS(=O)(=O)c1ccccc1F)N1CCN(C(c2ccccc2)c2ccccc2)CC1
37) CN1CCSc2ccc(C(=O)NCc3cccc(F)c3)cc21
38) O=C(N/N=C/c1cc(Cl)cc([N+](=O)[O-])c1O)C1CC1
39) COC(=O)c1cn(CC(=O)NCc2cccs2)c2ccccc12
40) Cc1ccccc1NC(=O)CCC(=O)OCC(=O)c1cccc([N+](=O)[O-])c1
entry no.	33	34	35	36	37	38	39	40
H9c2 TAG inh	-11	-59	-21	-22	-3	-2	1	0
H9c2 TAG inh DAPI viability	-8	-2	-7	-2	29	4	2	-8

41) Cc1oc(-c2cccc(Cl)c2)nc1CN(C)C1CCOC1 (stereo unspecified)
42) COc1ccc(-c2ccc(CCC(=O)O)n2NC(=O)c2cccs2)cc1
43) CCCCn1c(N)c(N(CCOC)C(=O)COc2ccc(Cl)cc2)c(=O)[nH]c1=O
44) CCC(C)c1ccc(O)c(NC(=O)c2cccnc2)c1 (stereo unspecified)
45) CCC/C=C1/CCCOC(C(=O)NCCN2CCOCC2)(C(F)(F)F)C1 (stereo unspecified)
46) CCOC(=O)c1c(-c2ccccc2)nc2cc(C)ccn12
47) CC1CCN(C(=S)Nc2cccc(S(=O)(=O)N(C)C)c2)CC1
48) CC1(C)c2ssc(=S)c2-c2ccccc2N1C(=O)CSC1=NCCS1
entry no.	41	42	43	44	45	46	47	48
H9c2 TAG inh	-7	-25	18	-6	-5	0	-5	-28
H9c2 TAG inh DAPI viability	0	6	6	2	5	0	-3	3

From no. 1 up to 5, copied from above:
1) COC(=O)c1ccc(Cn2c(C)c(C(=O)NCc3ccco3)sc2=O)o1
2) CCSc1nnc(NC(=O)Cc2ccc(OC)c(S(=O)(=O)N3CCOCC3)c2)s1
3) COc1ccc(OCC(=O)N/N=C/C2CC=CCC2)cc1 (stereo unspecified)
4) Cc1nc(/C(=N/O)C(N)=O)cs1
5) CN(Cc1ccccc1)C(=O)COC(=O)c1ccc(Cl)cc1N
entry no.	1	2	3	4	5
H9c2 TAG inh	4	1	7	-15	2
H9c2 TAG inh DAPI viability	3	2	-4	5	-5

Remaining list, next part.
49) Cn1c(=O)c2c(ncn2CC(=O)Nc2nnc(Cc3ccccc3)s2)n(C)c1=O
50) CC1(C)C2CCC1(CS(=O)(=O)N1CCC(C(=O)O)CC1)C(=O)C2 (stereo unspecified)
51) COc1ccc2nc(NC(=O)C3CSC4(C)CCC(=O)N34)sc2c1 (stereo unspecified)
52) COc1ccc(OC)c(CCNC(=O)CS(=O)(=O)Cc2nc(-c3ccccc3C)oc2C)c1
53) CCOC(=O)c1nnsc1C(OC)Oc1ccccc1 (stereo unspecified)
54) O=C(Cn1nc(-c2ccc(N3CCOCC3)c([N+](=O)[O-])c2)c2ccccc2c1=O)N1CCCCC1
55) CC(C)(C)C(=O)CN1CCN(S(=O)(=O)c2ccc(F)cc2)CC1
56) CC(C)(C)c1ccc(S(=O)(=O)N2CCN(CC(=O)NC(=O)NC3CCCCC3)CC2)cc1
entry no.	49	50	51	52	53	54	55	56
H9c2 TAG inh	-1	5	18	9	-5	38	-9	9
H9c2 TAG inh DAPI viability	-4	-8	-5	9	12	-30	0	-9

57) O=C(CN1C(=O)NC(Cc2ccccc2)C1=O)Nc1ccc(F)c(F)c1F (stereo unspecified)
58) CCN1CCN(c2ncc(C(=O)Nc3cc(Cl)ccc3OC)c3ccccc23)CC1
59) Cc1ccc(S(=O)(=O)N2CCC(CN3C(=O)c4cccc5cccc(c45)C3=O)CC2)cc1
60) C[C@@H](OC(=O)N1CCCCC1)[C@H]1O[C@]2(C)CCCC[C@H]1O2
61) CCC(=O)N(C)/C=C1\Sc2ccccc2C1=O
62) CCOC(=O)C1C(=O)C=C(C)C(C(=O)OCC)C1c1cccc([N+](=O)[O-])c1 (stereo unspecified)
63) O=C(NNc1cccc(Cl)c1)c1cccnc1Cl
64) CCOc1cc(/C=C2\SC(=N)N(c3nonc3N)C2=O)ccc1OCCN1CCOCC1
entry no.	57	58	59	60	61	62	63	64
H9c2 TAG inh	6	48	19	-5	30	1	1	15
H9c2 TAG inh DAPI viability	-6	19	-19	-2	-26	-8	7	4

65) O=C(COc1ccc([N+](=O)[O-])cc1)N(C1CCCCC1)C1CCS(=O)(=O)C1 (stereo unspecified)
66) Cc1ccc(OC(C)C(=O)Nc2ccncc2)cc1 (stereo unspecified)
67) O=S(=O)(c1ccc(Cl)cc1)N1CCCC(c2nc(-c3ccc(F)cc3)no2)C1 (stereo unspecified)
68) Nc1c(C(=O)N/N=C/c2ccc([N+](=O)[O-])cc2)cnn1-c1ccccc1
69) CCOC(=O)C(NCc1ccccc1OC)(NC(=O)c1ccccc1)C(F)(F)F (stereo unspecified)
70) O=C1c2cc([N+](=O)[O-])ccc2-c2cc(Cl)c(NC(=O)C(F)(F)F)cc21
71) COc1cccc(-c2sc3ccc(OC)cc3c2-c2ccc(O)cc2)c1
72) CC(=O)c1ccc(OCCCC(=O)OCC(=O)N2CCN(c3ccccc3)CC2)cc1
entry no.	65	66	67	68	69	70	71	72
H9c2 TAG inh	5	-20	-32	19	26	-13	-2	-3
H9c2 TAG inh DAPI viability	0	-8	-9	-8	4	0	-9	4

73) COC(=O)c1ccc(CNC(=O)COC(=O)c2cc(Cl)ccc2O)cc1
74) CCOC(=O)C(Cc1cc(N)c(Oc2ccc(OC)cc2)c(N)c1)NC(C)=O (stereo unspecified)
75) COc1ccc(-c2[nH]c(-c3cccc(OC)c3)nc2SCC(=O)NCc2ccco2)cc1
76) O=S(=O)([N-]c1nc2ccccc2nc1-n1cc[n+](Cc2ccccc2)c1)c1ccc(Cl)cc1
77) C=CCn1c(C)cc(C(=O)CSc2nnc(-c3cccc(S(=O)(=O)N(CC)CC)c3)o2)c1C
78) Cc1ccc(NC(=O)COC(=O)CCC(=O)c2cccs2)cc1S(=O)(=O)N1CCOCC1
79) CCOc1ccc(C(=O)NCC(=O)OCc2nnc(-c3ccccc3)o2)cc1OCC
80) CCCCn1c(SCC(=O)N2c3ccccc3Sc3ccccc32)nc2c1c(=O)n(C)c(=O)n2C
entry no.	73	74	75	76	77	78	79	80
H9c2 TAG inh	-8	0	11	-4	18	-27	2	-9
H9c2 TAG inh DAPI viability	-4	0	10	1	-5	4	2	-5

Arranged by formula weight (ascending): 7 of the compounds above
71) COc1cccc(-c2sc3ccc(OC)cc3c2-c2ccc(O)cc2)c1
73) COC(=O)c1ccc(CNC(=O)COC(=O)c2cc(Cl)ccc2O)cc1
74) CCOC(=O)C(Cc1cc(N)c(Oc2ccc(OC)cc2)c(N)c1)NC(C)=O (stereo unspecified)
72) CC(=O)c1ccc(OCCCC(=O)OCC(=O)N2CCN(c3ccccc3)CC2)cc1
76) O=S(=O)([N-]c1nc2ccccc2nc1-n1cc[n+](Cc2ccccc2)c1)c1ccc(Cl)cc1
78) Cc1ccc(NC(=O)COC(=O)CCC(=O)c2cccs2)cc1S(=O)(=O)N1CCOCC1
80) CCCCn1c(SCC(=O)N2c3ccccc3Sc3ccccc32)nc2c1c(=O)n(C)c(=O)n2C
entry no.	71	73	74	72	76	78	80
H9c2 TAG inh	-2	-8	0	-3	-4	-27	-9
H9c2 TAG inh DAPI viability	-9	-4	0	4	1	4	-5

The listing picks up, starting 3 compounds before the break.
78) Cc1ccc(NC(=O)COC(=O)CCC(=O)c2cccs2)cc1S(=O)(=O)N1CCOCC1
79) CCOc1ccc(C(=O)NCC(=O)OCc2nnc(-c3ccccc3)o2)cc1OCC
80) CCCCn1c(SCC(=O)N2c3ccccc3Sc3ccccc32)nc2c1c(=O)n(C)c(=O)n2C
81) O=C(COC(=O)c1ccc(S(=O)(=O)NCc2ccco2)cc1)Nc1ccc(Cl)cn1
82) Cc1ccc(Nc2nc(N)nc(CSc3ncccn3)n2)cc1
83) COc1cccc(NC(=O)C2COc3ccccc3O2)c1 (stereo unspecified)
84) CCOC(=O)N1CCN(S(=O)(=O)c2ccc3[nH]c(=O)oc3c2)CC1
85) NS(=O)(=O)c1ccc2nc(NC(=O)c3ccc4ncsc4c3)sc2c1
86) CCCOc1ccc2cc(-c3ccccn3)c(=O)oc2c1
87) COc1ccc(C)cc1NC(=O)c1cccc(C(=O)Nc2cc(C)ccc2OC)c1
88) CC(C)C(=O)N1CCN(c2ccccc2NC(=S)NC(=O)c2ccco2)CC1
entry no.	78	79	80	81	82	83	84	85	86	87	88
H9c2 TAG inh	-27	2	-9	9	-2	-3	-1	-9	-16	26	13
H9c2 TAG inh DAPI viability	4	2	-5	-1	3	0	-5	11	i	-1	-5

89) CC1(C)OC(=O)N(CCC(=O)Nc2cccc(F)c2)C1(C)O (stereo unspecified)
90) Cn1c(=O)c(=O)n(C)c2cc(S(=O)(=O)N3CCC(Cc4ccccc4)CC3)ccc21
91) COc1ccc(Cn2c(C)nc3ccc([N+](=O)[O-])cc3c2=O)cc1
92) COc1ccc2nc3oc(C(=O)NCc4cccs4)cc3cc2c1
93) Cc1ccc(-n2nc3c(n2)/C(=N/O)CC/C3=N\O)cc1
94) COCCNC(=S)N1CCc2cc(OC)c(OC)cc2C1c1cccs1 (stereo unspecified)
95) O=C(Cc1cccc(NC(=O)C2CCCN(C(=O)C3CCCCC3)C2)c1)Nc1ccc(C(=O)N2CCCCC2)cc1 (stereo unspecified)
96) CCc1ccc(NC(=O)CS(=O)CC(=O)NCC2OCCc3ccccc32)cc1 (stereo unspecified)
entry no.	89	90	91	92	93	94	95	96
H9c2 TAG inh	-11	-9	-19	-21	11	-10	16	-1
H9c2 TAG inh DAPI viability	-1	5	-4	40	9	-1	-1	-19
